Compound activity: PubChem BioAssay, The Scripps Research Institute Molecular Screening Center
MITF inh: MITF inhibitors, primary screen, biochemical, AlphaScreen, human. Microphthalmia-associated transcription factor (Homo sapiens), O75030. AlphaScreen MITF homodimerization, bead proximity signal. inhibition, % at 2.6 µM. 650,000 compounds, 0.91% hits. AID 1259374, 2018; in the data active = inhibition above about 50%;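 note: 0% = vehicle wells with protein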
Target sequence (O75030 whole entry, looked up): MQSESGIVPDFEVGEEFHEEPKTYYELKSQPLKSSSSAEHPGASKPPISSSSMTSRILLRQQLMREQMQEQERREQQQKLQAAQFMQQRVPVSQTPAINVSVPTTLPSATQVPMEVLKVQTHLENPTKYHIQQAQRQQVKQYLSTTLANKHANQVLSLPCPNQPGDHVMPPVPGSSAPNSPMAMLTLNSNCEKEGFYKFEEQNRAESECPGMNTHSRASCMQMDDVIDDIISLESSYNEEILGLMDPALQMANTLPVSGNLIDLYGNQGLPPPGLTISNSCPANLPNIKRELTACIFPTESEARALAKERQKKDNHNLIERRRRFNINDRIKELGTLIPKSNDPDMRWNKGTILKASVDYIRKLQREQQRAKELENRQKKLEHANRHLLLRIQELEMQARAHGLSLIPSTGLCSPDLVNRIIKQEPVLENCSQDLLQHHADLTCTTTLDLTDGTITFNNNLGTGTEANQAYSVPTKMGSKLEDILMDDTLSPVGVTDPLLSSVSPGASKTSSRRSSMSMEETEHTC
GPR151 ag: activators of human GPR151, primary screen, cell-based, PathHunter beta-arrestin, luminescence; G-protein coupled receptor 151 (Homo sapiens), Q8TDV0; PathHunter beta-arrestin GPR151 cells; activation, % at 11.2 µM; 650,000 compounds, 1% hits; AID 1508602, 2020; in the data active = activation above about 4.9%;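 note: 0% = median of compound wells and 100% = cells with positive control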
Target sequence (Q8TDV0 whole entry, looked up): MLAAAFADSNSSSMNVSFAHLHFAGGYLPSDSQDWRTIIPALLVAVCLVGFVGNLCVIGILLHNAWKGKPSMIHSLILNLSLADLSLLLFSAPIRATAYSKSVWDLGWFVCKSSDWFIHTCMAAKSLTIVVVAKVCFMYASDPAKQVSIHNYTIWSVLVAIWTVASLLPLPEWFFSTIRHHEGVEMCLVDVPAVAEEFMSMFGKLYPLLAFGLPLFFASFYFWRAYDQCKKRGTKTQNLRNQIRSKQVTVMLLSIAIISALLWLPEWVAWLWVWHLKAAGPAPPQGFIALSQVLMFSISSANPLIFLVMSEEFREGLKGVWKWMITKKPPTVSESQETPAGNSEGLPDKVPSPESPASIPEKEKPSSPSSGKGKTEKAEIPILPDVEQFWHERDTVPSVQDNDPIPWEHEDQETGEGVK
TEAD-YAP inh: TEAD-YAP interaction inhibition, primary screen, TEAD-YAP interaction inhibitor project, luminescence, HEK-TIYL cells. inhibition, % at 9.12 µM. TEAD-Gal4/YAP UAS-luciferase luminescence. 640,000 compounds, 1.4% hits; in the data active = inhibition above about 32%;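 note: 0% = median of test compound wells and 100% = reference inhibitor wells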
FBW7 activator: FBW7 E3 ligase activators, primary screen, biochemical, AlphaScreen, human | F-box/WD repeat-containing protein 7 (Homo sapiens), Q969H0 | AlphaScreen FBW7–phospho-cyclin E peptide binding, activator screen | normalized activity (activation), % at 26.1 µM | 650,000 compounds, 0.13% hits; in the data active = normalized activity above about 1.9%;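 note: purified mutant Fbw7 with reduced substrate affinity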
* = called active by the depositor; nt = no result given. Not a hit list; 3.4% or so of the library scored in one or more.

SMILES	MITF inh	GPR151 ag	TEAD-YAP inh	FBW7 activator
CCOCCCNC(=O)C1CC(Cc2cccc3ccccc23)=NO1 (centres undefined)	17	-0.1	-73	-0.1
C=CCSc1nc(-c2ccc(OC)cc2)c(C#N)c(=O)n1CC=C	-4	0.7	11	-0.1
Cc1nn(C)c(C)c1-c1nc(Nc2ccc(Oc3ccccc3)cc2)c2ncn(CCN3CCCC3=O)c2n1	11	4.5	25	0.2
CCCc1nn(CC(=O)N(C)CCc2ccccn2)c(=O)c2cc3ccsc3n12	1	1.1	5	0.1
N#CC1=C(N)N=C(SCc2ccccc2)C(C(N)=O)C12CCCCC2 (centres undefined)	17	0.2	-2	0.0
COc1ccc(C(=O)N/C(=C\c2ccc(Cl)cc2)C(=O)NCCN2CCOCC2)cc1	-8	-0.6	7	0.0
COc1cc(C)ccc1OCCOc1ccccc1[N+](=O)[O-]	8	0.3	-70	0.1
O=c1[nH]nc(C(F)(F)F)n2cccc12	1	-1.4	0	0.3
O=Cc1ccccc1OCc1ccccc1	2	2.0	2	-0.1
Cc1c2cnn(-c3ccccc3)c(=O)c2c(C)n1C(C)C(=O)NCC(C)c1ccccc1 (centres undefined)	1	0.8	-2	-0.1
COc1ccc(C(=O)CCC(=O)Nc2ccc(C)c(F)c2)cc1	0	-0.7	8	0.8
COc1ccc(Nc2ccc(Br)cn2)cn1	-9	-1.4	-14	0.3
Cc1ccc(S(=O)(=O)Nc2ccccc2C(=O)Nc2sc(C)c(C)c2C#N)cc1	-4	-1.0	-6	0.1
COC(=O)CSc1nc2ccc(NC(=O)c3ccccc3C(=O)N3CCOCC3)cc2s1	8	0.2	3	0.1
CCC(=O)NC(=S)Nc1ccccc1F	-6	-0.6	-3	0.0
C#CCOc1ccc(/C=C2/C(=O)N(C)C(=S)N2C)cc1OC	1	0.6	-9	-0.1
Cc1ccc2nc(/C(C#N)=C/c3cn(Cc4ccccc4Cl)c4ccccc34)[nH]c2c1	-13	0.9	-10	-0.2
COc1ccccc1C(=O)Nc1ccc2nc(SCc3ccc(C(C)(C)C)cc3)sc2c1	3	-0.6	1	0.1
COc1ccc(Cc2noc(-c3ccc([N+](=O)[O-])cc3)n2)cc1	11	-0.1	11	0.0
Cc1ccccc1Nc1nc2ccc([N+](=O)[O-])cc2nc1Nc1ccccc1C	2	0.9	7	0.0
O=C(Cn1ncc2c([nH]c3ccccc32)c1=O)NCCC1=CCCCC1	2	3.9	5	0.1
NC(=O)c1ccc(-c2nc3ncnc(NC4CCN(Cc5ccccc5)CC4)c3[nH]2)cc1	5	2.1	0	0.1
CC(=O)CSc1nnc(C)n1CCN1CCOCC1	-7	-0.3	5	-0.1
N#Cc1cc2cc(Br)ccc2oc1=O	9	-0.2	-5	-0.1
CCN1C(=O)[C@H]2[C@H]3[C@H](O)C=CC(=O)[C@@H]3CC[C@H]2C1=O	-8	-0.2	nt	-0.2
COc1ccc(OCC(=O)NNC2CC(=O)N(c3ccc(Cl)cc3)C2=O)cc1 (centres undefined)	7	0.6	-4	-0.1
O=S1OCC(COc2cccc3ccccc23)O1 (centres undefined)	0	0.8	0	-0.3
COc1cc(C(=O)N2CCC(O)(c3cccnc3)CC2)cc(OC)c1OC	-2	0.7	10	0.0
COc1cc(C(=O)Nc2cc(C(=O)Nc3ccc4c(c3)OCCO4)ccc2N2CC3CC(C2)c2cccc(=O)n2C3)cc(OC)c1OC (centres undefined)	3	-1.0	1	0.1
O=C(CN1C(=O)c2cccc([N+](=O)[O-])c2C1=O)Nc1ccccc1OC(F)F	4	1.8	10	0.0
O=C(OCc1ccc([N+](=O)[O-])cc1)c1ccccc1O	4	3.2	-8	-0.1
O=C(CCC1CCCC1)Nc1ccc(F)c([N+](=O)[O-])c1	13	-0.2	17	0.1
O=C(c1cccc(I)c1)N1CCN(c2ccccc2F)CC1	5	2.5	-4	0.0
COC(=O)c1cc(S(=O)(=O)N2CCN(c3ccc(C(C)=O)cc3)CC2)c[nH]1	-5	0.0	3	-0.1
O=C1N/C(=C/c2ccccc2F)C(=O)N1Cc1ccc(F)cc1	7	0.8	14	0.2
COc1ccccc1NC(=O)C1CC(=O)N(C)C(=Nc2ccccc2)S1 (centres undefined)	11	-0.4	4	0.2
Cc1c(NC(=O)CSc2nnc(Cc3ccccc3)o2)c(=O)n(-c2ccccc2)n1C	3	0.9	-5	1.3
Cc1nc(C(=O)NCC2CCC3(CCN(Cc4cc(C)c(C)cc4C)CC3)O2)cs1 (centres undefined)	-19	1.3	-8	-0.3
CCN(CC)CCOC(=O)/C=C/c1ccccc1OC	4	1.2	8	0.3
CC(C)Nc1nc(-c2cccnc2)nc2ccccc12	0	0.3	13	0.0
Cc1c(O)ccc2c(CN3CCOCC3)cc(=O)oc12	0	2.0	9	-0.1
O=C(CSc1nc2cc(Cl)ccc2s1)Nc1ccc([N+](=O)[O-])cc1	-4	-0.3	14	0.0
CCOc1ccc(N2C(=S)NC3c4ccccc4OC2(C)C3C(=O)Nc2ccc(Cl)cc2)cc1 (centres undefined)	15	-1.7	4	0.9
CCC1CCc2nc3ccccc3c(C(=O)O)c2C1 (centres undefined)	-4	0.8	-5	-0.2
O=C(O)c1cnc2ccccc2c1N1CCOCC1	16	1.0	8	-0.3
COc1ccc(CC(=O)Nc2ccccc2NC(C)=O)cc1	5	-1.0	5	0.6
CCCCNC(=O)CNc1ccccc1-c1nc2ccccc2[nH]c1=O	0	3.2	7	0.1
Cc1ccccc1-n1c(SCC(=O)Nc2ccc3c(c2)OCO3)nnc1-c1ccncc1	14	0.0	27	0.7
CC(=O)N(Cc1ccc(Br)cc1)c1ccccc1C(=O)O	5	-1.1	-2	0.0
COc1cc(-c2cnc(Nc3ccc(N4CCOCC4)cc3)c3nccn23)ccc1O	18	0.8	-9	0.3
CCc1ccccc1NC(=O)CSc1nc2c(sc(=S)n2-c2ccc(C)c(C)c2)c(=O)n1-c1ccccc1OC	-4	-0.1	1	0.0
COC(=O)CN1C(c2ccc(Cl)cc2)=Nc2ccc(Br)cc2C1c1ccccc1 (centres undefined)	14	-0.5	6	0.0
O=C(Nc1ccc(N2CCCCC2)c(Cl)c1)c1cncc(Br)c1	1	1.1	-41	-0.1
CCCCn1c(C)cn2c3c(=O)n(CCC)c(=O)n(C)c3nc12	9	-0.3	4	-0.2
O=S(=O)(c1ccc(-n2cnnn2)cc1)N(Cc1ccccn1)C1CC1	6	-0.6	7	1.3
Cc1cc(C)n(CCNC(=O)CNC(=O)c2c[nH]c3ccccc23)n1	-11	1.7	-2	0.2
O=c1[nH]c(CCl)nc2cc(C(F)(F)F)ccc12	3	0.2	0	0.0
Cc1ccc(C2CC(C(F)(F)F)n3ncc(C(=O)Nc4ccccc4C(F)(F)F)c3N2)cc1 (centres undefined)	10	0.5	2	0.0
O=C(CN1CCN(c2ccccc2F)CC1)Nc1ccc(C(=O)N2CCCC2)cc1	9	-0.5	1	0.0
COC(=O)CN1C(=S)N(c2ccc(OC)cc2)C(=O)/C1=C/c1cccs1	10	1.4	1	1.3

(list continues)
SMILES	MITF inh	GPR151 ag	TEAD-YAP inh	FBW7 activator
O=C(NCCOc1ccccc1)c1cccc2ccccc12	-5	-1.2	-19	-0.1
COc1cc(OC)nc(CN2CCN(Cc3ccc(C(F)(F)F)nc3)CC2)n1	-3	-0.5	3	-0.2
COC(=O)c1sc(N2C(=O)C(O)=C(C(=O)c3cccs3)C2c2ccc(F)cc2)nc1C (centres undefined)	23	-0.5	-4	0.1
COC(=O)C1=NN(c2ccc(Cl)cc2)C2C(=O)N(c3ccccc3OC)C(=O)C12 (centres undefined)	6	0.7	3	0.1
COC(=O)c1c(S(=O)(=O)Nc2ccccc2)sc2c1CCN(CC(C)C)C2	-7	0.5	-3	0.1
CCCCC1CN(CCNC(=O)Cn2cnnn2)Cc2ccccc2O1 (centres undefined)	10	0.9	2	0.2
O=C(O)CCCCCNS(=O)(=O)c1ccc([N+](=O)[O-])cc1	-1	-0.7	-1	0.0
Cc1cccc(NC(=O)CN2C(=O)N/C(=C/c3cc(Br)ccc3O)C2=O)c1	0	-0.1	-7	0.0
CC1(C)C2CCC1(C)C(O)C2 (centres undefined)	11	0.7	0	0.0
Nn1c(SCC(=O)NCCc2ccc(Cl)cc2)nnc1C1CCCCC1	9	1.0	4	-0.1
Cc1ccc(Cl)cc1NC(=O)CC1SC(=Nc2ccccc2)N(CCO)C1=O (centres undefined)	2	-0.3	1	0.0
Cc1ccc(-c2csc(NC(=O)c3ccc(F)cc3)n2)cc1	2	-1.1	1	0.0
O=C(CSc1nnc(-c2ccccc2)c(-c2ccccc2)n1)Nc1cc(C(F)(F)F)ccc1Cl	9	0.3	4	-0.1
CC1(C)CC(NC(=O)c2cc([N+](=O)[O-])cc([N+](=O)[O-])c2)CC(C)(C)N1	3	-0.8	2	0.1
O=C(c1cccc(S(=O)(=O)N2CCc3ccccc32)c1)N1CCCCC1CO (centres undefined)	14	0.0	-3	0.0
COc1ccc(COC(=O)C2=C(C)NC(=O)NC2c2ccc([N+](=O)[O-])cc2)cc1 (centres undefined)	11	0.2	44*	-0.2
Cc1nc(NCC2CCCO2)nc(N2CCOCC2)c1[N+](=O)[O-] (centres undefined)	7	-0.2	8	0.2
Cc1c(C(=O)NN=C2c3ccccc3-c3ccccc32)nc2ccccn12	12	-0.9	-8	0.1
O=C(CCC(=O)N(CC(=O)NC1CCCCC1)Cc1ccccc1)Nc1ccccn1	7	0.9	-9	-0.1
CCOC(=O)CC1(NC(=O)c2cc(COc3c(F)cccc3F)on2)CCCCC1	10	-1.3	5	0.3
CC(=O)Nc1ccc(Nc2nc(C)nc3c2nnn3Cc2ccccc2Cl)cc1	-2	0.0	-8	-0.1
CC(C)(C)c1ccc(-c2nc3cc(NC(=O)COc4ccc(Cl)cc4Cl)ccc3o2)cc1	11	0.0	1	0.2
O=C1C2C3C=CC(C3)C2C(=O)N1c1cccc(C(F)(F)F)c1 (centres undefined)	-6	-1.8	3	-0.1
CC12C(=O)N(CCCCCCN3C(=O)C4C5C=CC(C5)C4(C)C3=O)C(=O)C1C1C=CC2C1 (centres undefined)	-4	0.8	-2	0.2
Cc1ccc(C)c(-c2csc(-c3cc4ccc(O)cc4oc3=O)n2)c1	-1	-1.0	10	0.8
O=c1c(NCc2ccc3c(c2)OCO3)c(-c2ccc(Cl)cc2)c1=O	-13	-1.8	1	-0.1
COc1cc(C)c(S(=O)(=O)Nc2ccc(-n3c(C)nc4ccccc4c3=O)cc2C)cc1C	1	-1.1	3	0.3
Cc1cc(C(=O)N2CCN(c3ccc4cccc(-c5ccc(F)cc5)c4n3)CC2)nn1C	-14	-0.7	-8	0.1
Cc1cc(NCc2cccc(C(F)(F)F)c2)nc(NCCN2CCOCC2)n1	4	-0.8	3	-0.1
COC(=O)Cn1c(=O)c2c(nc3n(-c4ccccc4C)c(C)c(C)n23)n(C)c1=O	-1	0.0	0	0.2
COc1cc(/C=N\NC(=O)Cc2cccn2C)cc(Br)c1O	18	0.6	0	0.0
COc1ccc(C(=O)NCC(=O)OCC(=O)Nc2cc(OC)ccc2OC)cc1	-2	0.9	2	-0.2
COc1cccc(CO)c1OCC(=O)Nc1ccccc1	-8	2.2	1	-0.3
